Screening results as filed in PubChem BioAssay.
M1 ag = M1 muscarinic receptor agonists, primary screen, CHO-M1 cells, Fluo-4 calcium, agonist mode | Muscarinic acetylcholine receptor M1 | Fluo-4 calcium fluorescence; active compounds read high | B-score at 10 µM | hit rate 3% among 64,000 | AID 626, 2007;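 active = fluorescence rise, raw or as B-score row- and column-corrected plate score, outside the 99.7% band of its plate's samples, either direction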
SF1 activator = activators of human SF-1, primary screen, cell-based, CHO-K1, Gal4-SF-1 LBD, luciferase luminescence. CHO-K1 Gal4-SF-1 LBD luciferase reporter; % increase over DMSO SF-1-specific signal. activation, % at 10 µM. hit rate 1.9% among 65,000. AID 522, 2006;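 active = activation above the mean activation of all tested compounds plus 3 SD, cut at about 50% in these data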
Target sequence (Q13285 whole entry, looked up, the tested form may be a part): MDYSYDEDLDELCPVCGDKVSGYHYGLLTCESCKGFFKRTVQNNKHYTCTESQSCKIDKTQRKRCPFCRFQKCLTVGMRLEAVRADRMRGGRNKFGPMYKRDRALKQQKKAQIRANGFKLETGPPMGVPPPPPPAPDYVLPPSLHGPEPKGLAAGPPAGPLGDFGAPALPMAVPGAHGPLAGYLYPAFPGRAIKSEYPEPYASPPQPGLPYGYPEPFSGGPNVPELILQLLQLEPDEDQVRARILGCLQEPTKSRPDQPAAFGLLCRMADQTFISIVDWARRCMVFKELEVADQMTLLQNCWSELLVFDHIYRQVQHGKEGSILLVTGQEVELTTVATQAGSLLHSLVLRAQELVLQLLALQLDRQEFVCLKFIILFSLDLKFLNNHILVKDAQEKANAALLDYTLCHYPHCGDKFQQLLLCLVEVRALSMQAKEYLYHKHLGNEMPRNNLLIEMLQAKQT
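Compound – one dose, 10 µM compound, 1% DMSO · Test system – transient Gal4-SF-1 LBD reporter, CHO-K1 · Input – 4,000 cells in each well · Read-out basis – percent activation relative to DMSO median and mock-transfected background · Replicates – single measurement per compound · Technique – steady-glow luciferase luminescence, read after 15 min reagent incubation · Timing – 20 h compound treatment, 37 °C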
Ecoli tolC = growth inhibitors of E. coli tolC mutant, primary screen, strain BW25113 ΔtolC::kan, 384-well. hit rate 2.2% among 65,000. OD615. AID 573, 2007. growth inhibition, % at 10 µM (by protocol);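 active = growth inhibition at or above a cutoff equal to the mean over every tested compound plus 3 SD, cut at about 60% in these data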;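 also: growth measured after 20 h incubation at 37 °C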
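Test system: E. coli BW25113 ΔtolC::kan bacteria; incubation: 37 °C, 20 h exposure; medium: LB broth supplemented with 50 µg/mL kanamycin; read-out basis: percent growth inhibition; signal: A615 absorbance measurement; compound: 10 µM final, single dose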
HEK293 NFkB inh = inhibitors of PMA/ionomycin-induced NF-kB reporter, primary screen, antigen receptor NF-kB inhibitor project, cell-based, HEK-293 luciferase reporter, luminescence | HEK-293 NF-kB luciferase reporter | inhibition, % at 3 µM | hit rate 0.21% among 62,000 | AID 465, 2006;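 active = inhibition above the mean of all tested compounds plus 3 SD, cut at about 40% in these data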;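 also: 0% = stimulated DMSO wells and 100% = 10 µM reference inhibitor 5653914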
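System – HEK-293 cells with stable firefly luciferase reporter driven by four HIV NF-kB elements · Doses – one dose, 3 µM · Schedule – 1 h compound pre-incubation, 16 h PMA/ionomycin at 37 °C · Technique – luminescence from luciferase substrate reagent · Measure – percent inhibition normalized per plate to DMSO and reference-inhibitor controls · Replicates – tested once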
M1 antagonist = antagonists of rat M1 muscarinic receptor. Muscarinic acetylcholine receptor M1 (Rattus norvegicus), P08482. hit rate 3.4% among 64,000. B-score at 10 µM. CHO-M1 cells, Fluo-4 calcium, ACh EC80 antagonist mode; active compounds read low;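 active = calcium fluorescence response, raw or row-and-column corrected B-score, differing from the plate sample mean either way at a set confidence level, mostly lower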
D1 mod = D1 CRE-luciferase signal change, two-sided – cell-based, HEK293 D1, dopamine EC30, D1 allosteric modulator project, primary screen. D(1A) dopamine receptor (Homo sapiens), P21728. dopamine EC30 potentiation; actives deviate in either direction. B-score at 10 µM. hit rate 5.9% among 58,000. AID 641, 2007;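 active = luminescence count or its row- and column-corrected plate score outside the 99.7% band of the plate's sample wells, on either side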
Target sequence (P21728 whole entry, looked up): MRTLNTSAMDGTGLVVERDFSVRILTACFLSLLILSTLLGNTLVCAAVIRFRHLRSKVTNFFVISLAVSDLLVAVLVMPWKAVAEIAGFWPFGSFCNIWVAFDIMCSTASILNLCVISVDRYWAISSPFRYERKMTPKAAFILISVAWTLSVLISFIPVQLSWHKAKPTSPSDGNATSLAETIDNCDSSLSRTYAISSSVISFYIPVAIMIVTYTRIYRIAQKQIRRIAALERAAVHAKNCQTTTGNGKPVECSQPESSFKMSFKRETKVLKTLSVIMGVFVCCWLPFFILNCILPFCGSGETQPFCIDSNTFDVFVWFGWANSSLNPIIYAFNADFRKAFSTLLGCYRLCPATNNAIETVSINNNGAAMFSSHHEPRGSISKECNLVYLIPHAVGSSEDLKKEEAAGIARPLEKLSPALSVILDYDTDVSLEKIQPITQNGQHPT
Jurkat viability = cytotoxicity toward Jurkat T cells, primary screen, cytotoxicity control, cell-based, Jurkat E6.1, 60K MLSMR library; Jurkat E6.1 viability, ATP luminescence, 48 h; hit rate 1.2% among 56,000; inhibition, % at 4 µM; AID 463, 2006;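 active = inhibition above the mean inhibition of all tested compounds plus 3 SD, cut at about 28% in these data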
NADH coupling = inhibitors of PK/LDH coupling enzymes, profiling panel, artefact control, biochemical, MLSMR library. coupled PK/LDH NADH assays, four targets. IC50, µM (titrated, usually from 10 µM), inactives show at the top dose inhibition. hit rate 0.02% among 65,000;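 active = single-dose screening hits from any of four coupled enzyme assays that gave an IC50 when retested across doses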;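 also: the DPM-DC format reads NADH fluorescence rather than 340 nm absorbance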
TNAP act DEA = human TNAP enzyme activators, primary screen, biochemical, luminescent, intermediate phosphate acceptor level | purified TNAP, CDP-star luminescence, 100 mM DEA, 30 min; active compounds read high; scale: 0 levamisole-inhibited, 1 vehicle-only enzyme | activation factor at 20 µM | 64,000 tested, under 10 active;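 active = activation factor of at least 2 at 20 µM, relative to controls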
* marks the source's active call; other numbers are inactive results; x = not tested or not shown; [ ] = dose if it differs, or a comment.

SMILES	M1 ag	SF1 activator	Ecoli tolC	HEK293 NFkB inh	M1 antagonist	D1 mod	Jurkat viability	NADH coupling	TNAP act DEA
O=C(NCCc1csc(-c2cccnc2)n1)c1ccc(Br)o1	-0.6	10	2	3	-0.38	x	0	1%	1
CCN(CC)CCN1C(=O)C(=O)/C(=C(/O)c2ccc(F)cc2)C1c1ccncc1 (configuration not stated)	0.43	6	-11	x	-0.19	0.12	x	1%	1
COc1ccc(NC(=O)C2CCCN(S(=O)(=O)c3ccc(C)cc3)C2)cc1OC (configuration not stated)	x	-2	19	10	x	x	6	1%	0.9
CCOC(=O)C(C(C)=O)C(c1ccc(OC)cc1)C(C(C)=O)C(=O)OCC (configuration not stated)	0.68	7	-5	6	0.79	0.19	0	4%	1
Cc1cc(C)c(C#N)c(SCC(=O)CC(=O)OC(C)C)n1	1.7	-10	-22	-1	0.49	0.39	7	13%	0.9
CC1C2C(C)N(C)C(=O)N(C)C2N(C)C(=O)N1C (configuration not stated)	-0.23	5	-1	11	0.0052	0.3	-1	6%	0.9
Cc1cc(NC(=O)CCCSc2nc(-c3ccco3)cc(C(F)(F)F)n2)no1	-0.83	-6	-10	11	-0.69	0.35	-3	0%	0.9
COC(=O)CSc1nnc([C@H](CC(C)C)NC(=O)OC(C)(C)C)o1	0.059	-8	-8	7	-0.31	0.38	-5	6%	0.9
CCOC(=O)C1CCN(c2nc3ccccc3nc2C(C#N)C(=O)NCCc2ccccc2)CC1 (configuration not stated)	33*	-14	11	x	-0.73	0.44	x	4%	0.8
CC1CCN(c2oc(-c3cccc4ccccc34)nc2C#N)CC1	-0.19	28	-13	-2	1.1	-0.14	-5	13%[fluoresces]	1
Cc1ccc(S(=O)(=O)Cc2ccc(C(=O)NCc3ccc4c(c3)OCO4)o2)cc1	-0.097	-20	-5	12	-0.056	-0.86	9	2%	0.9
O=C(NC1c2ccccc2-c2ccccc21)c1ccco1	0.38	-10	1	25	1.3	0.034	-7	5%	1
CCOC(=O)c1[nH]c(C)c(C(=O)NCc2ccc(OC)cc2)c1C	0.5	7	-14	1	-1.2	2.8	-2	1%	0.9
CC(C)c1nc(SCC(=O)N2CCCC2)c2ccccc2n1	0.073	-7	1	25	0.12	0.67	-1	7%	0.9
Cc1cc(NC(=O)CSc2nc3ccccc3n2CC(=O)N2CC(C)CC(C)C2)no1 (configuration not stated)	0.15	-21	-8	22	0.088	-1.1	0	6%	1
Cc1sc2ncnc(Sc3nnc4sc5ccccc5n34)c2c1C	-0.41	-6	24	6	-0.23	0.71	x	5%	0.8
Cc1ccc(-n2ncc3c(=O)[nH]c(SCC(=O)N4CCCc5ccccc54)nc32)cc1	-1.5	-13	-2	16	0.51	0.18	7	2%	0.9
COc1cc(-c2nnc3sc(C4CCCCC4)nn23)cc(OC)c1OC	4.7	-17	21	21	-0.89	7.4*	10	7%	1
C=CCn1c(-c2cc(OC)c(OC)c(OC)c2)n[nH]c1=S	0.51	2	-12	5	-0.12	-0.23	0	2%	0.9
CC(C)(C)n1nc2c(c1NC(=O)c1ccc(S(=O)(=O)N3CCCC3)cc1)CS(=O)C2 (configuration not stated)	0.21	-6	-20	14	-0.00059	-0.31	1	8%	0.9
COc1ccccc1NC(=O)C1=C(C)Nc2nnnn2C1c1ccccc1OC (configuration not stated)	-0.038	9	0	14	0.0022	-1	-3	4%	1
c1coc(Cn2c(-c3ccco3)nc3ccccc32)c1	-0.22	18	30	4	-0.37	-0.6	3	5%	0.9
Cn1nc(-c2ccc(Cl)cc2)c2cc(C(=O)NCCN3CCOCC3)sc21	-0.11	15	46	19	0.021	-0.75	-4	8%[fluoresces]	1
COc1ccc(CCNc2c(N)n(Cc3ccccc3)c(=O)[nH]c2=O)cc1OC	-1	15	-1	13	-0.11	4.7*	-5	4%	1
CCOC(=O)c1c(NC(C)=O)sc2c(O)cccc12	0.045	6	17	21	0.28	1.8	0	1%	1
CC1(C)OC(=O)C(=CNc2ccc(F)cc2)C(=O)O1	-1.5	11	-14	11	-0.0054	0.39	4	7%	0.9
OCCN1CCN(Cc2cccc(Oc3ccc(Cl)cc3)c2)CC1	-1	-19	12	10	-2.9*	-0.74	0	6%	0.9
CCCCN(CC)CCCNC(=O)CC1Nc2ccccc2NC1=O (configuration not stated)	0.63	-16	-22	14	0.17	-1.5	7	4%	1
O=C(CSc1nnnn1-c1ccc(F)cc1)NC1CCCCC1	-0.12	13	3	20	-0.15	-0.84	-6	6%	0.9
CCOCC(=O)N1CCCC(C(=O)OCC)C1 (configuration not stated)	0.42	0	-8	7	0.99	0.52	-1	2%	0.9

Another view of 2 compounds above:
SMILES: Cn1nc(-c2ccc(Cl)cc2)c2cc(C(=O)NCCN3CCOCC3)sc21
  M1 ag: -0.11	SF1 activator: 15	Ecoli tolC: 46	HEK293 NFkB inh: 19	M1 antagonist: 0.021	D1 mod: -0.75	Jurkat viability: -4	NADH coupling: 8%[fluoresces]	TNAP act DEA: 1
SMILES: COc1ccc(CCNc2c(N)n(Cc3ccccc3)c(=O)[nH]c2=O)cc1OC
  M1 ag: -1	SF1 activator: 15	Ecoli tolC: -1	HEK293 NFkB inh: 13	M1 antagonist: -0.11	D1 mod: 4.7*	Jurkat viability: -5	NADH coupling: 4%	TNAP act DEA: 1

Next entries
SMILES	M1 ag	SF1 activator	Ecoli tolC	HEK293 NFkB inh	M1 antagonist	D1 mod	Jurkat viability	NADH coupling	TNAP act DEA
O=C(CSc1ncnc2ccccc12)N1CCN(c2ccccc2)CC1	-0.38	17	7	23	0.035	-0.56	5	2%	0.9
O=C(CCn1c(=O)c2ccccc2n(Cc2cccnc2)c1=O)NCc1ccc2c(c1)OCO2	x	5	-18	-9	x	x	-7	5%	0.9
COc1ccccc1NC(=O)C1CCCN1C(=O)NCc1ccccc1 (configuration not stated)	0.67	8	-26	9	-0.8	0.8	1	4%	1
CC(Sc1ccc2ccccc2n1)C(=O)O (configuration not stated)	-0.53	3	-4	x	-0.016	x	x	4%	0.9
CCN(CC)C(=O)Cn1nc(-c2ccccc2O)nc1SCC(=O)Nc1ccc(OC)cc1	-0.96	-4	2	10	-0.49	0.043	-2	6%	1
COC(=O)CCC(=O)Nc1ccc(S(=O)(=O)N2CCCCCC2)cc1	-0.02	-2	-3	11	0.17	0.78	-2	3%	1
Cc1nc(SCc2c(F)cccc2Cl)c2c(=O)n(C)c(=O)n(C)c2n1	-0.54	-4	40	4	-0.017	4.9	-2	1%	1
c1ccc(OCCCn2nnc(-c3cccnc3)n2)cc1	0.74	14	2	13	-0.035	-0.97	1	3%	0.8
Cc1cccc(-n2nc3c(c2NC(=O)c2ccco2)CSC3)c1C	-0.091	-4	9	22	0.17	-0.0041	x	8%	0.9
COCCOC(=O)c1c(C)oc2ccc(OC(=O)COc3c(F)c(F)c(F)c(F)c3F)cc12	0.99	-6	-1	x	0.69	-0.91	x	1%	1
COc1ccc(-n2cnnc2SCc2csc(-c3ccccc3)n2)cc1	-0.21	-2	12	9	-0.24	0.3	-5	1%	1
CCCC(c1nnnn1Cc1cccs1)N1CCN(c2ccc(OC)cc2)CC1 (configuration not stated)	0.49	-8	37	4	0.1	0.46	4	7%	0.8
CS(=O)(=O)Nc1ccc2c(c1)C(=O)OC2	-0.27	-6	-8	11	-0.15	0.14	1	4%	1
CC(=O)N1CCc2cc(Br)cc(S(=O)(=O)NCCN3CCCCC3C)c21 (configuration not stated)	0.36	-3	-14	24	-0.68	0.34	-3	6%	0.8
CCOc1ncccc1C(=O)OCC(=O)Nc1cc(C(=O)OC)ccc1C(=O)OC	-0.44	-17	5	6	0.89	-0.67	x	6%	0.9
C#CCOc1ccc(Cl)cc1/C=N/O	-0.21	-6	2	14	-0.38	2.5	-1	0%	0.9
CSCCC(NC(=O)c1occc1C)C(=O)O (configuration not stated)	0.02	-23	-4	14	-0.6	-0.099	7	4%	0.9
O=C(CSc1ncnc2c1oc1ccccc12)Nc1cccc(C(F)(F)F)c1	-0.13	-10	11	-2	0.0097	-0.94	7	4%	0.9
COc1ccc(CCN(CC(=O)NC2CCCC2)C(=O)CCC(=O)Nc2cc(C)on2)cc1OC	0.3	-6	3	0	0.082	0.56	-1	6%	0.9
CCOC(=O)N1CCN(S(=O)(=O)c2cccc3ccc(C)nc23)CC1	0.017	20	-1	10	0.22	-0.041	0	3%	1

Single records (already shown):
`COc1ccc(-n2cnnc2SCc2csc(-c3ccccc3)n2)cc1` is listed as M1 ag = -0.21; SF1 activator = -2; Ecoli tolC = 12; HEK293 NFkB inh = 9; M1 antagonist = -0.24; D1 mod = 0.3; Jurkat viability = -5; NADH coupling = 1%; TNAP act DEA = 1
`COc1ccc(CCN(CC(=O)NC2CCCC2)C(=O)CCC(=O)Nc2cc(C)on2)cc1OC` is listed as M1 ag = 0.3; SF1 activator = -6; Ecoli tolC = 3; HEK293 NFkB inh = 0; M1 antagonist = 0.082; D1 mod = 0.56; Jurkat viability = -1; NADH coupling = 6%; TNAP act DEA = 0.9

(listing goes on)
SMILES	M1 ag	SF1 activator	Ecoli tolC	HEK293 NFkB inh	M1 antagonist	D1 mod	Jurkat viability	NADH coupling	TNAP act DEA
COc1ccc(N2CCN(Cc3nc(-c4ccc(Cl)cc4Cl)no3)CC2)cc1	0.33	18	29	-8	0.97	-0.31	-4	4%	0.9
Cc1cc(F)c(F)c(C(=O)NC2CC2)c1Cl	-0.27	-17	-11	9	0.085	-0.54	-6	2%	1
O=C(c1ccco1)N1CCN(C(=O)c2ccccc2OC(=O)C23CC4CC(CC(C4)C2)C3)CC1	0.68	-17	-2	12	-0.025	1.1	-2	10%	1
COc1ccc(OC)c(NC(=O)CSc2nnc(-c3ccco3)n2-c2ccccc2)c1	0.25	32	16	18	-0.41	x	2	1%	0.9
O=C(Cn1nnc2ccccc2c1=O)N1CCCc2ccccc21	-0.55	-2	-9	12	0.34	0.22	2	4%	1
Cn1c(SCC(=O)c2ccccc2)nc2cccnc21	x	25	-14	-10	x	x	2	2%	0.9
O=C(Cn1cnc2c(nnn2Cc2ccccc2F)c1=O)OCc1ccccc1	-0.57	5	-5	15	-1.2	-0.64	8	3%	0.9
CC(=O)Oc1ccc(NC(=O)C2CCCCC2)c(C(=O)O)c1	0.088	-7	-4	5	-0.72	x	2	9%	0.8
Cc1ccc(NC(=O)CN(C)C(=O)CN2C(=O)NC(C)(c3ccccc3)C2=O)cc1 (configuration not stated)	0.084	-11	-7	18	0.32	-0.084	1	5%	1
CCOC(=O)c1ccccc1NC(=O)Cn1cnc2c1c(=O)n(C)c(=O)n2C	-0.63	-10	0	7	-0.21	0.074	3	6%	1
COc1ccc(O)c(CN2CCN(C/C=C/c3ccccc3)CC2)c1	-2.4	4	-2	7	-11*	x	3	2%	0.9
CN1c2ccccc2-c2nc3ccccc3n2C1c1ccncc1 (configuration not stated)	0.59	-10	7	8	0.71	-0.39	2	5%	1
